# Screening results from PubChem BioAssay.
# 5HT1a antag: blocks the human serotonin 5-HT1a receptor | P08908 | CHO 5-HT1a Ga15 NFAT-bla reporter, antagonist mode | inhibition, % at 10 µM | actives 0.68% (n = 62,000);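 active = inhibition above the mean of all tested compounds plus 3 SD, cut at about 43% in these data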;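 note: receptor stimulated by 5-CT agonist at 100 nM near EC80; beta-lactamase reporter measured by ratiometric fluorescence of a cleavable substrate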
# Target sequence (P08908 whole entry, looked up): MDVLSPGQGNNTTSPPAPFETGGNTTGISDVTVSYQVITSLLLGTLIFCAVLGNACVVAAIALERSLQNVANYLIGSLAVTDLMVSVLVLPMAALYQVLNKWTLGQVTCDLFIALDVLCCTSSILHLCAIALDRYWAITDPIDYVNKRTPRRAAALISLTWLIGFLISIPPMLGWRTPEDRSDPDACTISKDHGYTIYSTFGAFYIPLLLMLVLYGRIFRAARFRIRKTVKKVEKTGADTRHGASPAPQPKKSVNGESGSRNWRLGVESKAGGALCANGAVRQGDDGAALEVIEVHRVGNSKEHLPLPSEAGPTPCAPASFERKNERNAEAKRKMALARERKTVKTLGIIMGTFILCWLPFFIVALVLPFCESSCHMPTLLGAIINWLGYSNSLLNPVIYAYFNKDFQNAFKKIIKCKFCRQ
# M1 ag: agonists of M1 muscarinic receptor | CHO-M1 cells, Fluo-4 calcium fluorescence, agonist mode; hits give high values | B-score at 10 µM | actives 3% (n = 64,000);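 active = fluorescence rise, raw or as B-score row- and column-corrected plate score, outside the 99.7% band of its plate's samples, either direction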
# Jurkat tox 60K: cytotoxicity toward Jurkat cells | Jurkat E6.1 viability, ATP luminescence, 48 h | inhibition, % at 4 µM | AID 463 | actives 1.2% (n = 56,000);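 active = inhibition above the mean inhibition of all tested compounds plus 3 SD, cut at about 28% in these data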
# S1P3 ag: S1P3 (human) receptor agonism | Q99500 | S1P3 NFAT-BLA reporter cells, FRET ratio; relative to 1 µM S1P, basal subtracted | activation, % at 4.5 µM | actives 0.1% (n = 60,000) | AID 373;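 active = activation above the screen-wide mean plus 3 SD, cut at about 4.5% in these data, passing the limit was not always enough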; note: some compounds called inactive have numbers as strong as hits
#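 Assay system: stable CHO line with human S1P3, Gα16, NFAT-BLA reporter; Detection: FRET β-lactamase substrate fluorescence, excitation 405 nm, 460/535 nm emission ratio, background-subtracted; Read-out: percent activation versus median 1 µM S1P response, basal-subtracted, per plate; Incubation: cells plated overnight, compound 4 h 37 °C, substrate 2 h RT.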
# S1P1 ag-PAM: activates or potentiates agonism at human S1P1 receptor. P21453. S1P1 CRE-bla cells, forskolin, beta-lactamase FRET, potentiator mode; S1P1 agonist co-added at EC20, 2 nM; 100% = saturating reference agonist, 0% = basal. activation, % at 9.5 µM. actives 0.57% (n = 56,000). AID 449;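 active = activation above a cutoff set at the mean activation of all tested compounds plus 3 SD, cut at about 54% in these data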;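 note: forskolin at 4 µM as EC80 and the EC20 agonist is SEW2871; 100% = SEW2871 at its EC100 plus forskolin at EC80; some compounds past the cut are filed as inactive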
# HTR1E antagonist: antagonists of human 5-HT1E serotonin receptor | P28566 | actives 0.99% (n = 65,000) | CHO 5-HT1E Ga15 NFAT-bla reporter, FRET, antagonist | inhibition, % at 6 µM;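 active = inhibition above a set limit, the mean inhibition across every tested compound plus 3 SD, cut at about 29% in these data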;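 note: signal is the 460 over 535 nm emission ratio of beta-lactamase substrate; 0% = agonist plus DMSO wells and 100% = wells without agonist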
# Target sequence (P28566 whole entry, looked up): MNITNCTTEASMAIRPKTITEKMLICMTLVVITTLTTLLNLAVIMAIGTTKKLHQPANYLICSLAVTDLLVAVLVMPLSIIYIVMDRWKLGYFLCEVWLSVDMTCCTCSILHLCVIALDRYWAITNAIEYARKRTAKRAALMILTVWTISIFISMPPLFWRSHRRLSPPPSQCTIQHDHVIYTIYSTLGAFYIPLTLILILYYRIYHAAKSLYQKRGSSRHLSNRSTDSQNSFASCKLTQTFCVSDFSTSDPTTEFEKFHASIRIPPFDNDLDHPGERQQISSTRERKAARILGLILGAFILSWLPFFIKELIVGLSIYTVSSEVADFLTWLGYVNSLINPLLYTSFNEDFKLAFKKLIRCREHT
# M1 antagonist: antagonists of rat M1 muscarinic receptor. B-score at 10 µM. actives 3.4% (n = 64,000). P08482. CHO-M1 cells, Fluo-4 calcium, ACh EC80 antagonist mode; hits give low values. AID 628;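 active = calcium fluorescence response, raw or row-and-column corrected B-score, differing from the plate sample mean either way at a set confidence level, mostly lower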
# 5HT1a ag: activates the human 5-HT1a serotonin receptor | P08908 | CHO 5-HT1a Ga15 NFAT-bla reporter, FRET ratio; 0% basal, 100% maximal reference agonist | activation, % at 10 µM | actives 0.56% (n = 65,000);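 active = activation above the screen-wide mean activation plus 3 SD, cut at about 19% in these data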;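 note: 0% = DMSO wells and 100% = 5-CT at EC100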
# 5HT1E ag: 5-HT1E (human) receptor agonism; P28566; CHO 5-HT1E Ga15 NFAT-bla reporter, FRET; 0% DMSO wells, 100% control agonist wells; activation, % at 6 µM; actives 0.69% (n = 65,000); AID 574;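 active = activation above a set limit, the screen-wide mean activation plus 3 SD, cut at about 8.5% in these data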;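 note: 100% = positive control agonist at 1 µM giving full maximal response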
# The depositor's hits bear a star; . = not tested or not shown. An unsorted share of the library; overall some 8.9% were active at least once.
cpd	Molecule	5HT1a antag	M1 ag	Jurkat tox 60K	S1P3 ag	S1P1 ag-PAM
1	O=C(Oc1ccccc1)c1cccc(N2C(=O)CCC2=O)c1	4	-0.12	5	-1.1	.
2	c1ccc2c(c1)NC1(CCCC1)n1c-2nc2ccccc21	5	1.1	-2	0.2	2
3	CC1CCN(C(=O)CSc2nnc(CNC(=O)c3ccco3)o2)CC1	9	1.5	.	.	.
4	CCCc1nnc(NC(=O)Cn2c(=O)oc3ccccc32)s1	-14	-0.42	2	-0.9	-7
5	CCCCN(CCCC)S(=O)(=O)c1ccc(C(=O)Nc2nnc(COC)o2)cc1	-4	-0.25	18	0.4	10
6	CCOc1ccc2nc(NCCNC(=O)CC)c(C#N)cc2c1	-7	9.7*	-8	0.2	14
7	Cc1ccc(O)c(-c2cc(C(F)(F)C(F)F)[nH]n2)c1	8	3.3	.	.	.
8	CC1CN(c2ccccc2)C(=O)CS1 (configuration not stated)	10	-0.59	2	-0.8	18
9	CCOC(=O)C1CCN(C(=O)c2ccc(NC(=O)C3CCCO3)cc2)CC1 (configuration not stated)	6	0	.	.	.
10	CCCCOc1ccccc1Cn1c(=O)oc2ccc(C)cc21	17	1.1	-6	0.0	-4
11	COc1ccc(NC(=O)CN2C(=O)C(C)Oc3ccccc32)c(OC)c1 (configuration not stated)	13	0.073	0	-0.7	15
12	COC(=O)C1C2C=CC3(CN(c4cccc(Cl)c4)C(=O)C13)O2 (configuration not stated)	-12	0.74	0	0.5	-8

cpd	HTR1E antagonist	M1 antagonist	5HT1a ag	5HT1E ag
1	4	-0.019	1.2	-1.0
2	2	0.31	-0.4	-0.2
3	3	-0.79	-1.4	-0.3
4	13	-0.011	0.7	-0.3
5	-6	0.023	0.4	0.1
6	0	-0.52	0.7	0.6
7	-3	0.006	0.2	0.9
8	15	-1.1	0.1	0.0
9	-5	0	-0.6	-0.4
10	7	0.28	-0.3	-0.2
11	0	0.0038	-0.7	-0.5
12	3	-0.021	1.0	0.6

# Part of the list above, with bars between the fields.
nr | molecule | 5HT1a antag | M1 ag | Jurkat tox 60K | S1P3 ag | S1P1 ag-PAM | HTR1E antagonist | M1 antagonist | 5HT1a ag | 5HT1E ag
11 | COc1ccc(NC(=O)CN2C(=O)C(C)Oc3ccccc32)c(OC)c1 (configuration not stated) | 13 | 0.073 | 0 | -0.7 | 15 | 0 | 0.0038 | -0.7 | -0.5
7 | Cc1ccc(O)c(-c2cc(C(F)(F)C(F)F)[nH]n2)c1 | 8 | 3.3 | . | . | . | -3 | 0.006 | 0.2 | 0.9

# Shown with tabs: 7 of the compounds above
no.	structure	5HT1a antag	M1 ag	Jurkat tox 60K	S1P3 ag	S1P1 ag-PAM	HTR1E antagonist	M1 antagonist	5HT1a ag	5HT1E ag
4	CCCc1nnc(NC(=O)Cn2c(=O)oc3ccccc32)s1	-14	-0.42	2	-0.9	-7	13	-0.011	0.7	-0.3
5	CCCCN(CCCC)S(=O)(=O)c1ccc(C(=O)Nc2nnc(COC)o2)cc1	-4	-0.25	18	0.4	10	-6	0.023	0.4	0.1
8	CC1CN(c2ccccc2)C(=O)CS1 (configuration not stated)	10	-0.59	2	-0.8	18	15	-1.1	0.1	0.0
11	COc1ccc(NC(=O)CN2C(=O)C(C)Oc3ccccc32)c(OC)c1 (configuration not stated)	13	0.073	0	-0.7	15	0	0.0038	-0.7	-0.5
3	CC1CCN(C(=O)CSc2nnc(CNC(=O)c3ccco3)o2)CC1	9	1.5	.	.	.	3	-0.79	-1.4	-0.3
1	O=C(Oc1ccccc1)c1cccc(N2C(=O)CCC2=O)c1	4	-0.12	5	-1.1	.	4	-0.019	1.2	-1.0
12	COC(=O)C1C2C=CC3(CN(c4cccc(Cl)c4)C(=O)C13)O2 (configuration not stated)	-12	0.74	0	0.5	-8	3	-0.021	1.0	0.6

# Following part.
cpd	Molecule	5HT1a antag	M1 ag	Jurkat tox 60K	S1P3 ag	S1P1 ag-PAM
13	N=c1c(C(=O)NC2CCCC2)cc2c(=O)n3ccccc3nc2n1C1CCCC1	-6	1.9	8	1.1	-22
14	Cc1nn(CC(=O)N2CCOCC2)c(=O)c2ccccc12	.	-0.0064	.	-0.8	-7
15	O=C(COC(=O)C1CCCCC1C(=O)N1CCc2ccccc21)NCc1ccco1 (configuration not stated)	13	0.57	-4	4.9	9
16	O=C(O)CSc1nnc(-c2cccnc2)n1Cc1ccccc1	2	0.25	0	0.2	21
17	COc1ccc2c(c1)c1nc(SCC(C)C)n(CCO)c(=O)c1n2C	-10	-0.12	-4	-0.2	-3
18	CCn1c(=N)c(C(=O)NCCCOC)cc2c(=O)n3cccc(C)c3nc21	-2	-1.4	1	0.0	-24
19	Cc1nc2ccccc2c(=O)n1NC(=O)c1ccccc1Cl	1	0.081	6	-1.4	-19
20	CCOC(=O)C1CCCN(C(=O)CN2C(=O)COc3ccc(C(C)(C)C)cc32)C1 (configuration not stated)	12	-0.01	4	0.7	15
21	CCn1c(Cc2ccccc2)nnc1SCC(=O)Nc1ccc2c(c1)OCO2	7	0.44	0	-1.0	1
22	CCOc1ccc2nc(Nc3nc4c(c(=O)[nH]3)CCC4)nc(C)c2c1	-11	0.29	-6	-0.1	-9
23	O=C(NCc1ccc(F)cc1Cl)C1CCN(S(=O)(=O)N2CCC3(CC2)OCCO3)CC1	6	-0.74	1	-0.2	-6
24	CS(=O)(=O)N1CCCC(C(=O)NCc2ccc(F)cc2)C1 (configuration not stated)	-5	0.087	2	-0.2	-32

cpd	HTR1E antagonist	M1 antagonist	5HT1a ag	5HT1E ag
13	5	0.7	12	6.8
14	2	0.1	-2.3	0.1
15	-5	1.3	1.7	1.8
16	-3	-0.82	-0.1	-0.5
17	-5	-0.013	1.9	0.6
18	-17	-0.81	2.2	1.1
19	6	0.033	-2.8	0.5
20	2	0.26	5.0	0.9
21	9	-0.4	-1.4	-0.2
22	-2	0.24	2.1	-0.2
23	1	1.1	-0.8	0.3
24	-6	0.49	-0.5	0.8

# Next section:
cpd	Molecule	5HT1a antag	M1 ag	Jurkat tox 60K	S1P3 ag	S1P1 ag-PAM
25	C=C(C)c1cccc(C(C)(C)NC(=O)N2CCN(c3ccccn3)CC2)c1	1	-0.66	-5	-1.6	16
26	Cc1noc(/C=C/N(C)C)c1S(=O)(=O)N(C)CC(=O)N1CCc2ccccc21	-2	0.52	4	-1.0	29
27	O=C(NCc1ccco1)C1CCN(C(=O)Cc2ccccc2)CC1	-5	0.88	.	.	.
28	CCOC(=O)C1=C(N)OC2=C(C(=O)CC(C)(C)C2)C1c1cccnc1 (configuration not stated)	-6	-0.012	6	0.4	10
29	COc1ccc(CC(=O)NCc2cccs2)cc1	12	-0.033	14	-0.5	12
30	Cn1c(SCC(=O)NCc2ccc3c(c2)OCO3)nnc1-c1c[nH]c2ccccc12	-16	0.067	-2	-0.6	.
31	CN1C(=O)C2(Nc3ccccc3-c3nc4ccccc4n32)c2ccccc21 (configuration not stated)	-11	-1.1	5	0.4	0
32	CCOc1ccc2cc(C#N)c(SCC(=O)N3CCCC3)nc2c1	-14	1.8	5	-0.2	11
33	Oc1ccccc1CN1CCCN(Cc2ccccc2O)C1	11	-0.21	-2	-0.1	.
34	Cc1c(C)c2c(C)[nH]nc2oc1=O	-2	0.024	-1	1.8	8
35	O=C(Nc1cccc(O)c1)c1ccc(Br)c(S(=O)(=O)N2CCCCC2)c1	1	0.32	13	-1.5	2
36	Cc1cccc(OCCn2c(NC(=O)c3ccco3)nc3ccccc32)c1	55*	0.44	-1	-1.1	3

cpd	HTR1E antagonist	M1 antagonist	5HT1a ag	5HT1E ag
25	-5	0.12	-1.3	1.0
26	9	-0.0052	-0.9	0.6
27	1	0.033	-2.6	-0.6
28	7	-0.18	-0.4	-1.1
29	3	-0.031	-1.4	0.5
30	-10	-0.028	-3.4	0.7
31	6	0.1	-2.0	-0.9
32	4	0.52	-2.6	-0.1
33	4	-0.29	-1.0	-0.5
34	-2	-0.37	-0.2	-0.3
35	5	1	-0.3	1.2
36	-10	-0.5	-1.5	0.2

# Some of the entries above, set out differently.
entry	SMILES	5HT1a antag	M1 ag	Jurkat tox 60K	S1P3 ag	S1P1 ag-PAM	HTR1E antagonist	M1 antagonist	5HT1a ag	5HT1E ag
30	Cn1c(SCC(=O)NCc2ccc3c(c2)OCO3)nnc1-c1c[nH]c2ccccc12	-16	0.067	-2	-0.6	.	-10	-0.028	-3.4	0.7
9	CCOC(=O)C1CCN(C(=O)c2ccc(NC(=O)C3CCCO3)cc2)CC1 (configuration not stated)	6	0	.	.	.	-5	0	-0.6	-0.4

# (cont.)
cpd	Molecule	5HT1a antag	M1 ag	Jurkat tox 60K	S1P3 ag	S1P1 ag-PAM
37	O=C(CCn1cccc1)Nc1cccc(F)c1	-1	0.89	7	0.3	1
38	Cc1ccc(-n2c(C)cc(C(=O)OCC(=O)N(C)C3CCS(=O)(=O)C3)c2C)cc1 (configuration not stated)	-3	0.11	.	.	.
39	COc1ccc(OC)c(C(c2nnnn2Cc2ccccc2)N2CCN(C3CCCCC3)CC2)c1 (configuration not stated)	15	.	10	-1.8	-19
40	COCCn1c(-c2ccco2)nc2nc3ccccc3nc21	-7	-0.74	7	-0.8	-16
41	COc1ccc(C(=O)N2CCN(C3CCCCC3)CC2)c(OC)c1	3	-0.94	-3	0.4	-23
42	CCCS(=O)(=O)n1nc(-c2ccc(OC)cc2OC)cc1N	0	0.17	0	-0.1	-20
43	COc1ccc(NS(=O)(=O)c2ccc3c(c2)CCC(=O)N3)c(OC)c1	12	-0.32	1	-0.5	9
44	CCC(=O)N1CCN(c2ccc(NC(=O)c3ccco3)cc2)CC1	-8	0.018	7	-1.0	.
45	COc1ccc(Cl)cc1NC(=O)c1cnc2n(c1=O)CCS2	-8	0.58	2	-1.0	-12
46	CCc1nccn1S(=O)(=O)c1ccc2ccc(C)cc2c1	10	-0.59	-2	-0.2	0
47	CC(C)COc1ccc(C(=O)OCCN2CCOCC2)cc1	1	0.33	-6	0.2	-12

cpd	HTR1E antagonist	M1 antagonist	5HT1a ag	5HT1E ag
37	-5	0.66	-2.1	0.8
38	0	0.1	-1.9	0.0
39	-9	.	-2.7	0.0
40	14	0.037	5.3	1.5
41	-22	1.6	-1.7	-0.7
42	-5	0.11	-1.2	0.6
43	3	-0.43	-2.9	0.3
44	-1	-0.0051	1.1	-0.2
45	-6	0.0093	-1.3	0.2
46	5	-0.77	1.0	-1.1
47	3	0.39	0.6	0.6
